Bioassay records as filed in PubChem.
RmlCD inh 1536 = inhibitors of Mycobacterium tuberculosis RmlC and RmlD coupled enzymes. inhibition, % at 3.6 µM. 160,000 compounds, 0.03% hits. RmlC+RmlD coupled enzyme assay, percent inhibition; primary screen in compound mixtures. P9WH09+P9WH11; in the data active = inhibition mostly above about 34%, no sharp cut-off; note: some results filed as inactive read as strong as hits
Target sequence (P9WH09 whole entry, looked up): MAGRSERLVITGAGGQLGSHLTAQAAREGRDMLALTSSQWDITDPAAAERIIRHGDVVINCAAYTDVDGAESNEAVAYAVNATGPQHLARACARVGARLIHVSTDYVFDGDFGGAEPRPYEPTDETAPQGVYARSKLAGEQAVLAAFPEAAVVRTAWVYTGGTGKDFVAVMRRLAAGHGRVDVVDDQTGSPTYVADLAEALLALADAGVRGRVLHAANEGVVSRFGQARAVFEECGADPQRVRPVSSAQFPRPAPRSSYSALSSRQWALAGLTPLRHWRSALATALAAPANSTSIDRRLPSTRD
Target sequence (P9WH11 whole entry, looked up): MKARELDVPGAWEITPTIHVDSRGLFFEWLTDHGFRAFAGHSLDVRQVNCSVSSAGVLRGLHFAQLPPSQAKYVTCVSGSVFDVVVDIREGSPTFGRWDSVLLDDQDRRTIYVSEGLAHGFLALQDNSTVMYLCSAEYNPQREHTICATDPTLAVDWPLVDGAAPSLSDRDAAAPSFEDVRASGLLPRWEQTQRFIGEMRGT
GlmU inhibition = inhibition of mycobacterial GlmU enzyme – biochemical, glucosamine-1-phosphate acetyltransferase (AID 1376). inhibition, %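 (tested at 30 µM in the primary screen)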, or IC50 in µM where a hit was titrated. 220,000 compounds, 0.25% hits. M. tuberculosis GlmU acetyltransferase enzyme assay; higher % means a stronger effect; in the data active = inhibition above about 13%;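 note: 0% = complete reaction with vehicle and 100% = reaction without substrate; strong numbers were not always called active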
* = called active by the depositor; · = not tested or not shown.

The line under a structure holds: RmlCD inh 1536 | GlmU inhibition
- Cc1cc(C(=O)c2ccc(C(C)(C)C)cc2)c(NC(=O)CCl)s1
→ · | -0.2%
- S=C1NCCOCCOCCOCCNC(=S)N2CCOCCOCCN1CCOCCOCC2
→ 6 | 11%
- COc1ccc(C/C(C)=N/NC(=O)c2ccc(Cl)cc2)cc1
→ 9 | 3.3%
- CCOC(=O)N1CCN(C(=S)NC(=O)c2nn(C)cc2Br)CC1
→ -13 | 2.0%
- Cc1ccc(C(=O)Oc2ccccc2N2C(=O)C3CCC(C)CC3C2=O)cc1 (stereo not given)
→ 12 | -0.2%
- Cc1nnc(SCC(=O)Nc2c(Cl)cccc2Cl)[nH]c1=O
→ -6 | 2.7%
- Oc1c(Br)cc(Br)cc1/C=N/N1CCN(Cc2ccccc2)CC1
→ 4 | 1.7%
- CCCC(=O)c1c(NC(C)C)cc(C)oc1=O
→ 103 | 1.5%
- Cc1c2n(c3ccccc13)CC/C2=N\O
→ -5 | -0.3%
- O=C1NC(=O)C(=C/C=C/c2coc3ccc(Br)cc3c2=O)C(=O)N1
→ 16 | 2.0%
- COc1ccc(S(=O)(=O)N(Cc2ccc(OC)c(OC)c2)Cc2ccco2)cc1
→ · | -0.2%
- Cc1cc2ncn(C3CC(=O)N(C)C3=O)c2cc1C (stereo not given)
→ -4 | -2.5%
- Cc1ccsc1/C=N/n1c(COc2ccccc2)n[nH]c1=S
→ 9 | 1.3%
- C=CCn1c(SCC(=O)c2ccccc2)nnc1-c1cc2ccccc2o1
→ -9 | -3.1%
- COc1ccccc1C(=O)N=Nc1c(O)[nH]c2ccc([N+](=O)[O-])cc12
→ -6 | 2.5%
- CCOC(=O)C1CCCN(CCC(=O)Nc2cccc(C)c2)C1 (stereo not given)
→ 11 | -8.0%
- COc1ccccc1C(=O)NCC(=O)NC1CCCc2ccccc21 (stereo not given)
→ 4 | 0.0%
- O=Cc1ccc(Oc2ncccn2)cc1
→ -13 | -4.7%
- CC1CCC2C(=O)N(c3ccc(S(=O)(=O)c4ccccc4)cc3)C(=O)C2C1 (stereo not given)
→ -11 | -3.3%
- Cc1ccc2cc3cc(C(=O)N4CCN(Cc5ccccc5)CC4)sc3nc2c1
→ -6 | 3.8%
- COc1cccc(O)c1CN1CCCC(C(=O)c2cccc(C(F)(F)F)c2)C1 (stereo not given)
→ 19 | -0.8%
- CC(C)(C)S(=O)(=O)/C(C#N)=N/Nc1ccc(Cl)cc1
→ 11 | 0.3%
- CCOC(=O)C(CCOc1cccc(CC)c1)C(=O)OCC
→ 1 | 1.2%
- CSc1nc(SCC(=O)O)c2sc3nc(-c4ccccc4)c4c(c3c2n1)CCC4
→ -7 | 4.5%
- Cc1oc(C)c(C(=O)O)c1C(=O)O
→ -15 | 2.3%
- CS(=O)(=O)N(CC(=O)N1CCCCC1)C1CCCCC1
→ 14 | -0.7%
- Cc1cc(C)cc(N(CC(=O)O)S(=O)(=O)c2c(C)[nH]c(=O)[nH]c2=O)c1
→ -10 | 1.8%
- OC1(c2cccc(C(F)(F)F)c2)CCN(Cc2nnnn2CCc2ccccc2)CC1
→ 4 | -5.7%
- Cc1nc(SC2CC(=O)N(c3ccccc3)C2=O)n[nH]1 (stereo not given)
→ 14 | 5.0%
- OCC1(CO)COC2(CCCC2)N1
→ 4 | 4.2%

The results go on:
The line under a structure holds: RmlCD inh 1536 | GlmU inhibition
- Nc1sc2c(c1C(=O)c1ccccc1)CCCC2
→ -10 | 1.6%
- CCOC(=O)CSc1nc(C)c2cc(C)c(C)cc2n1
→ -8 | 5.9%
- O=C(NCCc1cccc(F)c1)[C@@H]1CSC2c3ccccc3C(=O)N21 (stereo not given in full)
→ · | 0.8%
- O=C(Oc1c(Cl)cc(Cl)c2ccccc12)N1CCCC1
→ 9 | -4.4%
- O=C(NCc1cccs1)c1cnn2cccnc12
→ 4 | -0.7%
- CCC(=O)Nc1ccc2c(c1)ncn2-c1ccc(OC)cc1
→ · | -0.7%
- CCOC(=O)/C=C/C(=O)OCC(=O)Nc1ccc(OC)c(Cl)c1
→ -1 | 1.3%
- Cc1ccccc1OCC(=O)OCC(=O)c1ccc(OCc2ccccc2)cc1
→ · | -4.1%
- CCc1nc(N)nc2c1C(=O)CC(C)(C)C2
→ 6 | -2.3%
- CCCCCCOC(=O)C(C#N)c1nc2ccccc2nc1N1CCCCC1 (stereo not given)
→ -7 | 6.9%
- COc1ccc(CCNC(=O)CSc2ccccc2)cc1OC
→ -6 | 2.5%
- CCCCNc1nnc(SCC(=O)c2c[nH]c3ccccc23)s1
→ 0 | -4.8%
- Cc1cc(C)nc(NC(=O)c2cc(-c3ccc(C)s3)nc3ccccc23)c1
→ 4 | 10%
- O=C(Nc1nc2ccccc2[nH]1)C1CC1
→ 37 | -1.3%
- CNC(=S)Nc1ccc(C)c(NC(=S)NC)c1
→ -7 | 4.9%
- COc1ccc(COc2cc(-c3cccc(OC)c3)nc3ccc(NC(=O)c4ccc(OC)cc4)cc23)cc1
→ · | -2.1%
- CC(C)(C#CCCCCC#CC(C)(C)[N+](C)(C)C)[N+](C)(C)C
→ -2 | 5.8%
- CCN(CC)Cc1csc2ccc(Br)cc12
→ -5 | -1.9%
- Cc1cc(=O)n(C(NC(=O)c2ccccc2)C(=O)c2ccccc2)cn1 (stereo not given)
→ · | -3.0%
- O=C(N/N=C/c1cc2c(cc1[N+](=O)[O-])OCO2)c1ccccn1
→ · | 2.0%
- CC(NC(=O)C(=O)N/N=C/c1ccc(Cl)cc1)c1ccccc1 (stereo not given)
→ · | 0.1%
- N#Cc1c(-c2ccccc2)nc(N2CCCCCC2)[nH]c1=O
→ 16 | -1.3%
- O=C(CNc1ccccc1)NN=C1CCCC1
→ -18 | -3.6%
- CCn1c(COc2ccc(C)cc2)nnc1SCc1nc2ccccc2[nH]1
→ 64 | -0.5%
- Cc1cc(-c2ccccc2)nc2oc3c(c12)NC(=O)CN(c1ccccc1)C3=O
→ 6 | -2.2%
- COc1ccc(C(=O)N2CCC(C(=O)Nc3ccc(OC)c(OC)c3)CC2)cc1
→ · | -5.9%
- Cc1ccc(NC(=O)CSc2nnc(-c3ccncc3)n2N)cc1C
→ -8 | -1.9%
- CC(=O)Nc1ccc(CN2CCN(CCc3ccccc3)C(CCO)C2)cc1 (stereo not given)
→ · | -1.4%
- CCN(CC)CCN(Cc1cc2cc(C)ccc2[nH]c1=O)C(=S)NCc1ccco1
→ · | -2.7%
- O=C(N=Nc1c(O)n(Cc2ccccc2)c2ccccc12)c1cc2ccccc2cc1O
→ 14 | 4.3%

Next compounds
The line under a structure holds: RmlCD inh 1536 | GlmU inhibition
- O=C(CSc1nnnn1C1CC2CCC1C2)Nc1ccnc2ccccc12 (stereo not given)
→ 10 | ·
- Cn1c(CNC(=O)c2ccccc2F)nnc1SCC(=O)NCc1ccccc1
→ · | -5.5%
- C#CCN1C(=O)S/C(=C/c2cc(C)n(CC)c2C)C1=O
→ 26 | -1.9%
- CCN(C(=O)COC(=O)c1cc([N+](=O)[O-])ccc1N1CCCCC1)C1CCS(=O)(=O)C1 (stereo not given)
→ · | 1.1%
- NC(=O)NC(=O)COC(=O)/C=C/c1cccc(Br)c1
→ 3 | -3.5%
- Cc1ccc(CNc2ccc3c(c2)ncn3C)cc1
→ 0 | -3.0%
- COc1ccccc1N1CCN(C(=O)c2cc(-c3ccc(Br)cc3)on2)CC1
→ 3 | 2.5%
- Cc1cc(-n2c(C)cc(C(=O)CSc3nc4ccccc4c(=O)n3Cc3ccco3)c2C)no1
→ · | 5.1%
- CCOc1ccc(N(CC)C(=O)CCNC(=O)Cn2ccc3ccccc3c2=O)cc1
→ 2 | -2.4%
- CC1(C)CC(=O)C(c2c[nH]c3ccccc23)C(=O)C1
→ 10 | 0.3%
- COc1ccc(C2NC(=O)C(C)S2)cc1 (stereo not given)
→ 6 | 5.2%
- CC(C)NC(=O)NC(=O)COC(=O)c1ccc([N+](=O)[O-])cc1Cl
→ -5 | 5.8%
- COc1ccc(C(=O)Nc2nc(C)c(C)s2)cc1OC
→ · | 6.7%
- CCC(=O)c1ccc(N2CCN(S(=O)(=O)c3ccccc3)CC2)c(F)c1
→ 8 | -9.2%
- CCOc1ccc(C(=O)NCC(=O)OCc2cc(C(C)=O)ccc2OC)cc1
→ 31 | -0.8%
- COC(=O)C1=C(C)NC(=O)NC1c1ccc(N2CCC(c3ccccc3)=N2)cc1 (stereo not given)
→ · | 1.4%
- O=C(c1cnccn1)N1CCN(c2ccccc2)CC1
→ -10 | ·
- O=C(N/N=C/c1ccc2c(c1)OCO2)C1COc2ccccc2O1 (stereo not given)
→ · | -4.0%
- O=C(CCC1CCCN(c2ncccn2)C1)NCc1ccc(F)c(F)c1 (stereo not given)
→ 7 | -2.5%
- N#CCc1ccc(OC(=O)c2cccnc2)cc1
→ 14 | 3.2%
- CC(C)CC(=O)Nc1nc2ccc(S(C)(=O)=O)cc2s1
→ 5 | -3.3%
- CCn1ccnc1CN1CCC(CO)(CCOc2ccccc2)CC1
→ -6 | 0.3%
- Cc1ccc(C)c(S(=O)(=O)NCC(=O)NCc2ccco2)c1
→ · | 6.1%
- COc1ccc(S(=O)(=O)NCc2ccncc2)cc1OC
→ · | -1.1%
- O=C(CSc1nnnn1C1CCCCC1)Nc1nc2c(s1)CCCC2
→ 27 | 0.1%
- COc1cc(NC(=O)Cc2c(C(=O)O)[nH]c3ccccc23)cc(OC)c1OC
→ -3 | 9.5%
- O=C(CSc1ccccc1)N1CCN(c2ccccc2)CC1
→ · | -5.5%
- COc1cccc(CNCC(O)(c2ccc(Cl)cc2)c2ccc(Cl)cc2)c1
→ 1 | -3.5%
- CCCc1nnc(SCC(=O)N2CCCCC2)n1CCCOC
→ 48 | 5.8%
- CCOC(=O)C1CCCN(C(=O)c2ccccc2SCCOC)C1 (stereo not given)
→ -1 | 2.0%

Profiles from above.
Profile of CC1(C)CC(=O)C(c2c[nH]c3ccccc23)C(=O)C1 = RmlCD inh 1536 = 10; GlmU inhibition = 0.3%
Profile of C#CCN1C(=O)S/C(=C/c2cc(C)n(CC)c2C)C1=O = RmlCD inh 1536 = 26; GlmU inhibition = -1.9%

3 compounds from above, sorted by SMILES length, smallest number first:
The line under a structure holds: RmlCD inh 1536 | GlmU inhibition
- CCn1ccnc1CN1CCC(CO)(CCOc2ccccc2)CC1
→ -6 | 0.3%
- CCOc1ccc(C(=O)NCC(=O)OCc2cc(C(C)=O)ccc2OC)cc1
→ 31 | -0.8%
- CCN(C(=O)COC(=O)c1cc([N+](=O)[O-])ccc1N1CCCCC1)C1CCS(=O)(=O)C1 (stereo not given)
→ · | 1.1%

(cont.)
canonical_smiles	RmlCD inh 1536	GlmU inhibition
CN1Cc2cc(C(=O)c3ccccc3O)cnc2NC1=O	·	2.4%
CCC(C)(C)NC(=O)C(c1cccs1)N(CC1CCCO1)C(=O)Cn1nnc2ccccc21 (stereo not given)	·	-0.9%
N#Cc1ccc(-c2nc3cc(C#N)c(C#N)cc3nc2-c2ccccc2)cc1C#N	-10	0.2%
COc1ccccc1Nc1nc(-c2ccccc2O)nc2ccccc12	-10	2.8%
CC1(c2ccc([N+](=O)[O-])cc2)CC(C)(C)N(C(=O)c2ccccc2)c2ccccc21 (stereo not given)	·	-1.4%
NC(=O)C1(C(N)=O)OC1c1ccc(Cl)cc1Cl (stereo not given)	-3	-6.5%
CCNC(=O)c1sc(=S)n(-c2ccc(C)cc2)c1N	-6	2.8%
O=C(/C=C/c1cccc(F)c1)N(c1ccccn1)C1CCCCC1	-4	-0.6%
CC(=O)Nc1ccc(C(=O)N/C(=C/c2ccccc2)C(=O)Nc2cccc(C(=O)O)c2)cc1	14	0.2%
CCCOc1ccc(NC(=O)CC2C(=O)N(Cc3ccccc3)C(=S)N2Cc2cccs2)cc1 (stereo not given)	-5	-8.4%

Other records follow:
canonical_smiles	RmlCD inh 1536	GlmU inhibition
CCC12CN(C(=O)c3ccc(C)cc3)CC(CC)(CN(C(=O)c3ccc(C)cc3)C1)C2=O	-10	5.9%
CCOC(=O)CNS(=O)(=O)c1cc(-c2n[nH]c(=O)c3ccccc23)ccc1C	·	-2.7%
CCOC(=O)c1[nH]cc(-c2ccccc2)c1N1CCOCC1	·	-2.4%
CCCCSc1ncnc2[nH]ncc12	5	-2.3%
Cc1nc(NC(=O)CSc2nnc(C)n2CC2CCCO2)sc1C (stereo not given)	7	0.6%
O=C(c1cccs1)N1CCc2ccccc2C1	-10	2.7%
COc1ccc(C(C)NC(=O)c2ccccc2Cl)cc1OC (stereo not given)	-9	-2.4%
CC(C)NCC(O)COc1ccc2c(c1)CCC2 (stereo not given)	·	0.1%
CCOC(=O)c1sc2nc(C)nc(NCCc3ccccn3)c2c1C	11	0.8%
C[C@H](NC(=O)[C@@H]1CCC(=O)N1Cc1ccco1)c1ccccc1	·	2.8%

The final five records of the part before are carried over, then new ones follow:
canonical_smiles	RmlCD inh 1536	GlmU inhibition
O=C(c1cccs1)N1CCc2ccccc2C1	-10	2.7%
COc1ccc(C(C)NC(=O)c2ccccc2Cl)cc1OC (stereo not given)	-9	-2.4%
CC(C)NCC(O)COc1ccc2c(c1)CCC2 (stereo not given)	·	0.1%
CCOC(=O)c1sc2nc(C)nc(NCCc3ccccn3)c2c1C	11	0.8%
C[C@H](NC(=O)[C@@H]1CCC(=O)N1Cc1ccco1)c1ccccc1	·	2.8%
CCCOc1ccc(/C=N/Nc2ccccc2[N+](=O)[O-])c(O)c1	5	6.3%
COc1ccc(Br)cc1S(=O)(=O)Nc1cccc(C)n1	-8	7.6%
Cc1cc(C)cc(Nc2c(F)c(F)c(F)c(F)c2C(=O)O)c1	5	1.8%
CCc1c(C)nc2c(C)cccc2c1SCCC#N	-9	1.8%
CC1CCN(C(=O)CSc2nncn2-c2ccccn2)CC1	2	-0.3%
COc1cc(Cl)c(CC(=O)c2c[nH]c3ccccc23)cc1OC	-11	-0.4%
O=C(NCc1nnc(SCC(=O)N2CCCc3ccccc32)n1-c1ccccc1)c1cccc2ccccc12	8	-8.3%

The list is partial; rates above refer to the full screens.
